HT1080NT lethal: qHTS for induction of synthetic lethality in tumor cells producing 2HG: qHTS for the HT-1080-NT fibrosarcoma cell line | HT-1080-NT fibrosarcoma viability, CellTiter-Glo ATP luminescence, 48 h | Potency, µM (doses to about 46.1 µM), without a hit: top-dose activity, negative = less viability, most hits filed as cytotoxic | hit rate 1.6% among 360,000 | AID 686970, 2013;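 further: NT is the 2HG producing partner of a matched IDH1 knockdown line; potency means the concentration at half of the fitted maximal effect; 0% = DMSO-treated cells and -100% = media-only wells without cells; nearly all actives have a fitted effect of over 55% in size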
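Fibrosarcoma NT cells, 750 per well in 5% FBS RPMI, were exposed to compound for 48 hours. Viability: CellTiter-Glo luminescence.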
KB-V1 MDR tox: qHTS assay for MDR1-selective chemotherapeutics: Primary screen using the drug-selected MDR subline cells KB-V1 | hit rate 3.4% among 400,000 | AID 1347076, 2019 | Potency, µM (titrated, usually from 46.1 µM), for inactives: at the highest dose activity change, negative = cytotoxicity, actives largely listed as cytotoxic | KB-V1 MDR cells viability, CellTiter-Glo, 72 h; further: potency means the concentration at half of the fitted maximal effect; on the % scale 0 is the no-effect control and ±100 the full control effect; nearly all actives have a fitted effect of over 60% in size
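Drug-selected KB-V1 cells, grown in DMEM lacking phenol red with 10% FBS, receive compound titrations; after three days at 37 degrees C, surviving cell ATP is quantified by CellTiter-Glo luminescence and responses normalized and curve-fitted.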
IL1B secr inh: qHTS for Inhibitors of Inflammasome Signaling: IL-1-beta AlphaLISA Primary Screen. THP-1 LPS/ATP IL-1B secretion, AlphaLISA, 16 h; active compounds read low. activity change, % at 57.5 µM. hit rate 4.7% among 360,000. AID 743279, 2014; in the data active means activity change below about -50%; inconclusive means mostly about -30% to -49%; further: on the % scale 0 is the no-effect control and ±100 the full control effect
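Secreted IL-1B measured by AlphaLISA bead assay after 16 h compound exposure of THP-1 cells; compounds (final up to 57.5 uM) added 1 h before LPS (250 ng/mL) and ATP (1.25 mM) stimulation; lower signal means less secretion.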
HT1080 IDH1KD tx: qHTS for induction of synthetic lethality in tumor cells producing 2HG: qHTS for the HT-1080-IDH1KD cell line; hit rate 2% among 360,000; Potency, µM (series often up to 46.1 µM), without a hit: at the highest dose activity, negative = toxicity, usual class: cytotoxic; HT-1080 IDH1 knockdown viability, ATP luminescence, 48 h;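 further: potency means the concentration at half of the fitted maximal effect; 0% = DMSO wells and -100% = cell-free medium wells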
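HT-1080-IDH1KD cells (IDH1 knocked down), 750/well in RPMI with 5% FBS, treated with compound 48 h at 37 degrees C. Viability by CellTiter-Glo luminescence, normalised to DMSO and no-cell wells; concentration-response curves classed.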
KB-3-1 tox: qHTS assay for MDR1-selective chemotherapeutics: Primary screen using the parental adenocarcinoma cell KB-3-1 | KB-3-1 viability, CellTiter-Glo ATP luminescence, 72 h | Potency, µM (titrated, usually from 46.1 µM), for the others: at the highest dose activity change, negative = cytotoxic, actives largely listed as cytotoxic | AID 1347075, 2019 | hit rate 1.4% among 400,000; further: potency means the concentration at half of the fitted maximal effect; on the % scale 0 is the no-effect control and ±100 the full control effect; nearly all actives have a fitted effect of over 60% in size
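KB-3-1 cells, DMEM (no phenol red) + 10% FBS; compound by pin transfer, 72 h, 37 °C. Readout: CellTiter-Glo luminescence after 10 min. Data normalized, curve-fitted.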
GLP1R cytotox: qHTS of GLP-1 Receptor Inverse Agonists: Cytotox Screen; hit rate 0.13% among 410,000; HEK293 cAMP-luciferase reporter cells, luminescence, 24 h; Potency, µM (doses to about 38.3 µM), for the others: at the top dose activity change, negative = inhibition, most hits filed as inhibitors; AID 624418, 2012;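 further: loss of luciferase light is scored as toxicity; potency means the concentration at half of the fitted maximal effect; on the % scale 0 is the no-effect control and ±100 the full control effect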
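Compound-treated cells are incubated 24 hr at 37 deg C under 5% CO2 after a 12 hour attachment period, then luciferase detection reagent is added and luminescence is measured following 12 min at room temperature; lowered signal indicates toxicity.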
D3 ag: qHTS of D3 Dopamine Receptor Agonist: qHTS | D(3) dopamine receptor (Homo sapiens), P35462 | D3R DiscoveRx beta-arrestin cells, luminescence, 90 min | max activation, % | hit rate 0.58% among 410,000; in the data active means max activation above about 30%; further: 0% is about no effect; mostly tested at two doses, the higher about 12 µM
Target sequence (P35462 whole entry, looked up): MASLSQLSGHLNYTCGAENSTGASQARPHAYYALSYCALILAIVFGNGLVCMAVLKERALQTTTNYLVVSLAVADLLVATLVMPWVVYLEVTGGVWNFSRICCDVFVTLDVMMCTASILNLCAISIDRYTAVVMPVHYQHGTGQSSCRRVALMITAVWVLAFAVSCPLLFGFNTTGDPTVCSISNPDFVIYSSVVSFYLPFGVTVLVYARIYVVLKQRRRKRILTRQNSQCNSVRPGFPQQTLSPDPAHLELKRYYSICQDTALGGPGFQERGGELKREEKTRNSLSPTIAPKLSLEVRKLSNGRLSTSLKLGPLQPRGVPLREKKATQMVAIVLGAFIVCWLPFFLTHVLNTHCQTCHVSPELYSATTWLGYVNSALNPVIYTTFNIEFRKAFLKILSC
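Agonist-mode cell screen: cells plated at 1500/well and incubated overnight at 37 °C, then exposed to library compounds for 90 min at 37 °C. Detection reagent was added for 30–60 min at room temperature, and luminescence was read.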
MCF10A rerep: A quantitative high throughput screen for small molecules that induce DNA re-replication in MCF 10a normal breast cells. MCF 10A DNA re-replication, Hoechst nuclear intensity, 48 h. Potency, µM (doses to about 46.1 µM), without a hit: at the top dose activity, positive = re-replication, hits mostly activators. hit rate 2.9% among 350,000. AID 624296, 2012; further: potency means the concentration at half of the fitted maximal effect; % of control where 0% means no effect; nearly all actives have a fitted effect of over 50% in size
SW480 rereplic: A quantitative high throughput screen for small molecules that induce DNA re-replication in SW480 colon adenocarcinoma cells | SW480 DNA re-replication, Hoechst DNA content imaging, 48 h | Potency, µM (titrated, usually from 46.1 µM), for inactives: top-dose re-replication activation, actives largely listed as activators | hit rate 1.8% among 340,000 | AID 624297, 2012; further: potency means the concentration at half of the fitted maximal effect; % of control where 0% means no effect; nearly all actives have a fitted effect of over 55% in size
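Per well, 250 cells were exposed to pinned compound for 48 hr. Nuclear DNA was visualised with Hoechst (40 min, 37 C) and total object intensity recorded by fluorescence scanning.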
Numbers without * were called inactive; ? = inconclusive; / = no result given; [ ] = dose if it differs, or a comment. Unless noted, the call rests on the fitted dose curve; in most records, active means well fitted curve in the direction sought with a large enough effect; inconclusive means small, poorly fitted or top-dose-only effect, or another doubt; inactive means no such curve, though single readings can be large; an effect the other way counts as inactive or inconclusive.

A first look (11 entries):
Abbreviations: A = HT1080NT lethal; B = KB-V1 MDR tox; C = IL1B secr inh; D = HT1080 IDH1KD tx; E = KB-3-1 tox; F = GLP1R cytotox; G = D3 ag; H = MCF10A rerep; I = SW480 rereplic
smiles: Cc1ccc(N2C(=O)CC(Sc3nc(C)cc(C)n3)C2=O)cc1 (configuration not stated)
  A: ?	B: ?	C: 43.0	D: ?	E: ?	F: ?	G: -2.5	H: ?	I: ?

smiles: Cc1csc(SCC(=O)NC(=O)c2ccccc2)n1
  A: 8.3%	B: 15.7%	C: 31.8	D: 13.0%	E: -5.1%	F: -0.1%	G: -2.6	H: -20.7%	I: -90.6%[inhibitor]

smiles: N#Cc1sc2nc(-c3cccs3)cc(-c3ccccc3)c2c1N
  A: -6.0%	B: -10.8%	C: 2.0	D: -8.8%	E: -2.8%	F: 101.0%[activator]	G: 29.2	H: 2.7%	I: -4.5%

smiles: O=C(COC(=O)c1ccc(O)cc1)NCCC1=CCCCC1
  A: 7.9%	B: ?	C: 37.6	D: 6.8%	E: -4.9%	F: -17.5%	G: -1.1	H: -2.1%	I: 1.5%

smiles: COC(=O)c1cccc(NC(=O)c2cccnc2C(=O)O)c1C
  A: 22.9%	B: 0.0%	C: 13.8	D: -2.4%	E: 2.0%	F: -6.3%	G: -3.9	H: -1.3%	I: -3.8%

smiles: CC(=O)N1CCN(Cc2cc(=O)oc3ccc4ccccc4c23)CC1
  A: -14.8%	B: ?	C: -4.1	D: -4.6%	E: -0.3%	F: 1.1%	G: 0.7	H: /	I: /

smiles: O=C(/C=C/c1cccc(F)c1)OCC(=O)N1CCCC1
  A: -4.7%	B: -5.5%	C: -11.6	D: -27.1%	E: 0.0%	F: -1.4%	G: -5.0	H: ?	I: 8.2µM*

smiles: Cc1ccc(N/C(N)=N/c2nc3c(c(=O)[nH]2)CCCC3)c(C)c1
  A: 2.3%	B: 2.5%	C: -20.0	D: 4.6%	E: -3.8%	F: 1.5%	G: -3.7	H: -7.1%	I: 0.7%

smiles: O=C(CSc1ncn[nH]1)N1c2ccccc2Sc2ccccc21
  A: -12.8%	B: -22.3%	C: -27.4	D: -6.5%	E: -1.6%	F: -16.8%	G: -1.0	H: -6.0%	I: -6.2%

smiles: Cn1c(CN2CCN(S(C)(=O)=O)CC2)nc2cc([N+](=O)[O-])ccc21
  A: 1.6%	B: -8.8%	C: -15.6	D: -0.2%	E: -13.3%	F: -10.4%	G: -21.1	H: ?	I: -1.6%

smiles: COC(=O)C1(CCSC)NC(c2ccccc2OC)C2C(=O)N(C)C(=O)C21 (configuration not stated)
  A: 3.4%	B: -0.7%	C: 0.0	D: 9.1%	E: 5.7%	F: -11.3%	G: 1.5	H: -0.3%	I: -1.9%

The whole of this part, from the start:
Abbreviations: A = HT1080NT lethal; B = KB-V1 MDR tox; C = IL1B secr inh; D = HT1080 IDH1KD tx; E = KB-3-1 tox; F = GLP1R cytotox; G = D3 ag; H = MCF10A rerep; I = SW480 rereplic
smiles: Cc1ccc(N2C(=O)CC(Sc3nc(C)cc(C)n3)C2=O)cc1 (configuration not stated)
  A: ?	B: ?	C: 43.0	D: ?	E: ?	F: ?	G: -2.5	H: ?	I: ?

smiles: Cc1csc(SCC(=O)NC(=O)c2ccccc2)n1
  A: 8.3%	B: 15.7%	C: 31.8	D: 13.0%	E: -5.1%	F: -0.1%	G: -2.6	H: -20.7%	I: -90.6%[inhibitor]

smiles: N#Cc1sc2nc(-c3cccs3)cc(-c3ccccc3)c2c1N
  A: -6.0%	B: -10.8%	C: 2.0	D: -8.8%	E: -2.8%	F: 101.0%[activator]	G: 29.2	H: 2.7%	I: -4.5%

smiles: O=C(COC(=O)c1ccc(O)cc1)NCCC1=CCCCC1
  A: 7.9%	B: ?	C: 37.6	D: 6.8%	E: -4.9%	F: -17.5%	G: -1.1	H: -2.1%	I: 1.5%

smiles: COC(=O)c1cccc(NC(=O)c2cccnc2C(=O)O)c1C
  A: 22.9%	B: 0.0%	C: 13.8	D: -2.4%	E: 2.0%	F: -6.3%	G: -3.9	H: -1.3%	I: -3.8%

smiles: CC(=O)N1CCN(Cc2cc(=O)oc3ccc4ccccc4c23)CC1
  A: -14.8%	B: ?	C: -4.1	D: -4.6%	E: -0.3%	F: 1.1%	G: 0.7	H: /	I: /

smiles: O=C(/C=C/c1cccc(F)c1)OCC(=O)N1CCCC1
  A: -4.7%	B: -5.5%	C: -11.6	D: -27.1%	E: 0.0%	F: -1.4%	G: -5.0	H: ?	I: 8.2µM*

smiles: Cc1ccc(N/C(N)=N/c2nc3c(c(=O)[nH]2)CCCC3)c(C)c1
  A: 2.3%	B: 2.5%	C: -20.0	D: 4.6%	E: -3.8%	F: 1.5%	G: -3.7	H: -7.1%	I: 0.7%

smiles: O=C(CSc1ncn[nH]1)N1c2ccccc2Sc2ccccc21
  A: -12.8%	B: -22.3%	C: -27.4	D: -6.5%	E: -1.6%	F: -16.8%	G: -1.0	H: -6.0%	I: -6.2%

smiles: Cn1c(CN2CCN(S(C)(=O)=O)CC2)nc2cc([N+](=O)[O-])ccc21
  A: 1.6%	B: -8.8%	C: -15.6	D: -0.2%	E: -13.3%	F: -10.4%	G: -21.1	H: ?	I: -1.6%

smiles: COC(=O)C1(CCSC)NC(c2ccccc2OC)C2C(=O)N(C)C(=O)C21 (configuration not stated)
  A: 3.4%	B: -0.7%	C: 0.0	D: 9.1%	E: 5.7%	F: -11.3%	G: 1.5	H: -0.3%	I: -1.9%

smiles: CCn1c(SCC(=O)N2CCOCC2)nnc1-c1ccco1
  A: 0.3%	B: -10.6%	C: -0.1	D: 4.9%	E: 17.6%	F: 12.2%	G: 9.3	H: 1.6%	I: -3.7%

smiles: CC1=C(C(=O)N(C(C)C)C(C)C)CC(CC(=O)NCCCN(C)C)C(=O)N1Cc1ccccc1 (configuration not stated)
  A: 16.9%	B: 29.1%	C: 0.0	D: 11.6%	E: 0.1%	F: 0.4%	G: 0.4	H: /	I: /

smiles: CC(C)C(=O)N(Cc1cc2ccccc2[nH]c1=O)C(C)(C)C
  A: 21.1%	B: 11.3%	C: 10.8	D: 2.4%	E: 13.1%	F: 0.7%	G: 4.0	H: 0.7%	I: -7.9%

smiles: Cc1nc2ccccc2c(=O)n1C1CCCCCC1
  A: -1.8%	B: -1.2%	C: 17.4	D: -7.4%	E: -3.6%	F: -12.9%	G: 2.7	H: -13.6%	I: -2.2%

smiles: COc1cc2c(cc1OC)CN(Cc1ccc(OC)c(C)c1OC)CC2
  A: -24.2%	B: ?	C: -11.8	D: -25.1%	E: -5.3%	F: -28.3%	G: -7.3	H: -4.0%	I: -4.7%

smiles: O=C(COC(=O)c1cccc(Cl)c1Cl)NC1CCCCCC1
  A: -0.6%	B: 12.9%	C: 4.4	D: 9.6%	E: 3.5%	F: -3.0%	G: -7.2	H: /	I: /

smiles: COc1cccc(CNc2cc(CSc3ccc(Cl)cc3)nc(C)n2)c1
  A: ?	B: -90.1%	C: 5.8	D: -24.2%[9.24 µM]	E: ?	F: 1.1%	G: -7.7	H: 3.2%	I: 0.1%

smiles: CN(CC(=O)Nc1ccc(Cl)c(Cl)c1)C(=O)/C=C/c1ccc(F)cc1
  A: -2.0%	B: ?	C: -0.9	D: -19.7%	E: 7.0%	F: 3.6%	G: -10.5	H: -1.7%	I: /

smiles: COC(=O)c1cn(CC(=O)NC2CCCCCC2)c2ccccc12
  A: 12.6%	B: 11.5%	C: -6.5	D: 13.7%	E: -5.6%	F: 71.1%[activator]	G: 2.3	H: -6.7%	I: -5.1%

smiles: COc1ccccc1-c1c(C(F)(F)F)oc2cc(OC(=O)c3ccccc3[N+](=O)[O-])ccc2c1=O
  A: -1.2%	B: 4.0%	C: -6.7	D: -0.8%	E: -17.4%	F: 0.7%	G: -3.7	H: ?	I: 0.3%

smiles: CCN(C(=O)CN1CC(C)OC(C)C1)c1c(N)n(Cc2ccccc2)c(=O)[nH]c1=O (configuration not stated)
  A: 17.6%	B: -1.0%	C: 2.2	D: 11.2%	E: 2.2%	F: 5.1%	G: -1.9	H: -36.5%[inhibitor]	I: 3.8%

smiles: O=C(CCC(=O)N1CCCC1)Nc1ccc(Cl)c(Cl)c1
  A: -18.3%	B: 2.2%	C: 9.9	D: -2.0%	E: -7.2%	F: 5.3%	G: -4.6	H: -1.6%	I: -9.1%

Screening data (PubChem)
